TNAP inh no acc – human TNAP enzyme inhibitors, primary screen, biochemical, luminescent, no phosphate acceptor, uHTS; purified TNAP, CDP-star luminescence, 30 min; hit rate 0.26% among 200,000; Alkaline phosphatase, tissue-nonspecific isozyme (Homo sapiens), P05186; inhibition, % at 20 µM;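 active means tissue-nonspecific alkaline phosphatase inhibition above about 50% at 20 µM in the single-dose screen, limit read from the data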;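 further: 0% = DMSO negative control and 100% = EDTA positive control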
FLuc act counter – FLuc activators, initial screening, artefact control for FLuc-dependent activation tests, biochemical, ATPlite luminescence | activation factor at 10 µM | 200,000 tested, under 10 active | Luciferin 4-monooxygenase (Photinus pyralis), P08659 | ATPlite luciferase biochemical, 10 min; 0 = ATP-free wells, 1 = DMSO control;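 active means luciferase activation factor, scaled between plate controls, of at least 2 with compound at 10 µM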
Target sequence (P08659 whole entry, looked up): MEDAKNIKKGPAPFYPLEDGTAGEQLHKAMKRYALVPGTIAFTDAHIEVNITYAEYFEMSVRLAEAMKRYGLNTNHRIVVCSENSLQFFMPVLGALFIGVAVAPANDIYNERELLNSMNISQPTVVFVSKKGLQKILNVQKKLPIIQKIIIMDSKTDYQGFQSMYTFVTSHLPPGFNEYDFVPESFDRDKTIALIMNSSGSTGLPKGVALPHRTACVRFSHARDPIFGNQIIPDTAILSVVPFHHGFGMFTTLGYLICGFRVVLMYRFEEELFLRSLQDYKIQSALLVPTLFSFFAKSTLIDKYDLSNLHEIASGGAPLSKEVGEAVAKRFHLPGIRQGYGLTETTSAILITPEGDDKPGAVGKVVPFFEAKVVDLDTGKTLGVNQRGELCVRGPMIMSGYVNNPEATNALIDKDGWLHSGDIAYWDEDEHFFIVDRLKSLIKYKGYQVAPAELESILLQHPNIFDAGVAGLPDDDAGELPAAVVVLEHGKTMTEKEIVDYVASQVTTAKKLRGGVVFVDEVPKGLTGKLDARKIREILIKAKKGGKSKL
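Assay system: Luciferase/luciferin reagent mix; Medium: PBS as buffer for the ATP substrate; Dosing: test compounds dosed from 2 mM stocks in 100% DMSO; Times: 10 min, room temperature; Signal: luminescence from luciferase reaction; Read-out: luciferase activation; Controls: No-ATP low control, compound-free enzyme-plus-ATP high control.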
APP transl inh – inhibitors of APP translation via 5'UTR reporter, primary screen, APP 5'UTR luciferase, SH-SY5Y cells | SH-SY5Y APP 5'UTR-luciferase reporter, luminescence | inhibition, % at 2 µM | hit rate 0.82% among 190,000 | AID 1285, 2008;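 active means inhibition above a set limit, derived from the sample mean plus 3 SD, cut at about 45% in these data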; further: values of inactives mirror those of a sister screen read the other way
TNAP inh hiacc – human TNAP enzyme inhibitors, primary screen, biochemical, luminescent, high phosphate acceptor level, uHTS; hit rate 0.03% among 200,000; inhibition, % at 20 µM; purified TNAP, CDP-star luminescence, 1 M DEA;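 active means over 50% inhibition of tissue-nonspecific alkaline phosphatase at 20 µM in the single-dose screen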;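 further: plate controls were DMSO wells for no effect and EDTA-quenched wells as full inhibition for full effect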
bIAP inhibitor – bovine intestinal alkaline phosphatase inhibitors, primary screen, selectivity assay for TNAP inhibitor project, biochemical, bovine IAP, CDP-star luminescence; alkaline phosphatase, intestinal [Bos taurus]; purified bovine IAP, 30 min; inhibition, % at 20 µM; 190,000 tested, under 10 active;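 active means over 50% inhibition of intestinal alkaline phosphatase at 20 µM in the single-dose screen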
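System: Purified bovine intestinal alkaline phosphatase (IAP) enzyme | Input: IAP diluted 1/65,000,000 in the well | Also added: CDP-star chemiluminescent phosphatase substrate, 30 µM final | Dosing: 20 µM single dose | Times: Enzyme reaction for 30 min at room temperature | Detection: Luminescence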
TNAP act hiacc – TNAP activators at high phosphate acceptor level, primary screen, biochemical, luminescence, uHTS; 200,000 tested, under 10 active; purified TNAP, CDP-star luminescence, 1 M DEA, 30 min; active compounds read high; 0 = EDTA background, 1 = DMSO-only activity; AID 1136, 2008; Alkaline phosphatase, tissue-nonspecific isozyme (Homo sapiens), P05186; activation factor at 20 µM;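 active means activation factor at least 2 at 20 µM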
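system = human TNAP | amount = enzyme diluted 1/800 final | reagent = 100 µM CDP-star substrate | signal = luminescent substrate turnover signal | dosing = one dose, 20 µM | benchmarks = EDTA negative control, DMSO positive control | measure = activation factor | timing = 30 min reaction, room temperature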
RAM network inh – inhibitors of the yeast RAM network, primary screen, dse1pr::URA3 reporter, 5-FOA selection. hit rate 1.8% among 190,000. AID 868, 2007. S. cerevisiae dse1pr::URA3 reporter, 5-FOA growth OD615, 2 d; analog-sensitive cbk1-as2 kinase mutant strain. inhibition, % at 50 µM;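 active means inhibition above a set limit, 3 SD over mean compound inhibition, cut at about 8.4% in these data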;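 further: 0% = DMSO-only wells with no growth and 100% = 10 µM 1-NA-PP1 full growth; inhibition rescues growth on 5-FOA so higher OD means more RAM inhibition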
FLuc inhib CS – firefly luciferase enzyme inhibitors, primary screen, artefact control for luciferase-based inhibitor screens, biochemical, luminescence, ATPLite | Luciferin 4-monooxygenase (Photinus pyralis), P08659 | 10 min | inhibition, % at 10 µM | hit rate 1.5% among 200,000 | AID 1006, 2008;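 active means inhibition above about 50% when tested at 10 µM, limit read from the data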
bIAP activator – bovine intestinal alkaline phosphatase activators, primary screen, biochemical, bovine IAP, CDP-star luminescence. alkaline phosphatase, intestinal [Bos taurus]. purified bovine IAP, 30 min; active compounds read high; fold of DMSO-control signal, blank-subtracted. activation factor at 20 µM. hit rate 0.17% among 200,000;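 active means activation factor of 2 or more at 20 µM, a signal rise over negative controls twice the positive control's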
L major viab – Leishmania major promastigote growth inhibition, primary screen. hit rate 9% among 200,000. inhibition, % at 10 µM. AID 1063, 2008. Leishmania major promastigotes, resazurin fluorescence viability; in the data active means inhibition above about 50%;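 further: promastigotes grown with compound for 44 hours at 28 °C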
Numbers without * were called inactive; . = not tested or not shown; & = joins results of further samples.

SMILES	TNAP inh no acc	FLuc act counter	APP transl inh	TNAP inh hiacc	bIAP inhibitor	TNAP act hiacc	RAM network inh	FLuc inhib CS	bIAP activator	L major viab
O=C(Cc1ccccc1)NCC(=O)N1CCCCC1	0	1	-6	1	-5	1	-0.1	3	1	-7
O=C(COc1ccc(Cl)cc1)Nc1ccc(Cl)cn1	4	0.9	-40	2	9	1	2.1	14	0.9	-4
CN1CCN(c2oc(COc3ccc(-c4ccccc4)cc3)nc2C#N)CC1	-6	1.1	3	-3	0	1	0.5	-6	1	10
COc1ccc(NC(=O)COc2ccc(/C=N/O)cc2OC)cc1	-12	0.7	-62	-7	-1	1.1	-0.4	25	1	10
Cc1nn(C)c(C)c1/C=C/C(=O)c1ccc(Cl)cc1Cl	-7	1	4	-2	7	1	2.4	-2	0.9	32
O=S1(=O)CC(N2CCOCC2)c2ccccc21 (stereo not given)	-6	1.1	12	-8	3	1.1	2.1	-6	1	-2
CCc1cccc2c(=O)c(C(=O)NCCN3CCOCC3)c[nH]c12	-9	1	-14	-3	0	1	-0.1	0	1	-1
O=C(COC(=O)c1cc(=O)[nH]c2ccccc12)NC1CCCC1	-8	1	14	-4	-5	1	1.9	-3	1.1	16
COc1ccc(OCC(=O)N/N=C/c2ccc(O[C@@H]3O[C@H](CO)[C@@H](O)[C@H](O)[C@H]3O)cc2)cc1	-6	1	-6	1	-3	1	-1.1	2	1	1
COc1ccc(Cl)cc1CSc1n[nH]c(C)n1	-2	1.1	0	-5	-51	1.1	0.7	-6	1.5	-1
CCOC(=O)c1[nH]c2ccccc2c1NC(=O)c1nonc1C	-6	1.1	-8	-8	6	1.1	5.3	-9	0.9	-2
O=C(Nc1cccnc1)C1=NN(C2CCS(=O)(=O)C2)C(=O)CC1 (stereo not given)	-4	1.1	2	-6	0	1.1	-1.0	-6	1	6
COc1ccc(C(=O)NNC(=O)Nc2ccc(Cl)cc2)cc1	-25	1	-9	-3	-8	1	1.1	1	1.1	-1
O=C(COC(=O)C1CC(=O)N(Cc2ccccc2)C1)c1ccc(Br)cc1 (stereo not given)	-3	1.1	14	-1	-16	1	0.9	-6	1.2	-6
COc1cccc(OC)c1NC(=O)CN1CCC(NC(=O)c2cccc(F)c2)CC1	-10	1.1	3	-4	-34	1	0.2	-7	1.3	-3
Cc1ccc(NC(=O)Cn2c(=O)cnc3ccccc32)cc1S(=O)(=O)N(C)C	0	1	-3	4	6	1	1.0	-5	0.9	-2
COc1ccc(S(=O)(=O)N2CCN(C3CCCCCCC3)CC2)cc1	-9&0	1.1&1	12&-17	-1&1	0&-12	1&1	0.5&0.5	-6&-2	1&1.1	73*
O=C(CCNC(=O)c1ccc(Br)o1)NCc1ccc(Cl)cc1	-5	1	3	2	2	1	-0.5	-3	1	-5
COc1cc(N2CCCC2)c(OC)cc1/C=C(/C#N)c1cccc(Br)c1	5	1	0	13	43	0.9	8.6*	-4	0.6	3
CCCNC(=O)N(C)c1nncnc1C(=O)NC	-2	1	-6	-2	-6	1	0.7	0	1.1	-2
CC(C)OC(=O)/C(=C/c1cccnc1)NC(=O)c1ccccc1	-5	1	4	5	18	1	-0.2	-3	0.8	-6
Cc1ccc(NC(=O)CS(=O)CC(=O)N(CC(=O)NC2CCCC2)c2cccc(C)c2C)cc1 (stereo not given)	0	1.1	-2	-6	-17	1.1	-0.9	-9	1.2	-1
COc1ccc(-n2[nH]c(C)cc2=O)cc1	-8	1	4	-2	8	1	0.8	-3	0.9	1
O=S(=O)(NCc1cc(-c2ccccc2Cl)no1)c1ccccc1	-11	1	22	-5	6	1.1	0.6	-3	0.9	79*
COc1ccc(NC(=O)CN2CCN(c3ccc(Cl)cc3)CC2)c(OC)c1	-5	1	-6	-3	1	1	0.7	-5	1	-4
COc1cccc(-n2c(Cc3cc(=O)[nH]c(=O)[nH]3)nnc2SCC(=O)N2CCCCCC2)c1	-15	1.1	-10	-8	-3	1.1	0.9	-6	1	-5
CCNC(=S)Nc1ccc2ncoc2c1	-7	1.1	-2	-4	-27	1	1.6	-7	1.3	-1
COc1ccc(OC)c(C2=NOC(C(=O)Nc3cccnc3)C2)c1 (stereo not given)	-10	1	-5	-2	-4	1	3.3	-3	1	0
Cc1ccc2[nH]c3c(N4CCCCCC4)ncnc3c2c1	-12	0.9	-3	-1	45	1	0.5	6	0.6	60*
Cc1oc2c(C)c3oc(=O)c4c(c3cc2c1C)CCCC4	-2	1.1	-21	-8	12	1.1	3.1	-9	0.9	23
Cc1cccc(C)c1OCC(=O)N/N=C/c1ccc2c(c1)OCO2	-2	1	-6	-6	1	1.1	2.0	-4	1	-3
CCN(Cc1cc2ccc(C)cc2[nH]c1=O)C(=O)c1cccnc1	-17	1.1	11	-5	12	1	2.6	-7	0.9	1
O=[N+]([O-])c1cc(-c2ccc(/C=N/c3nc4ccccn4c3-c3ccco3)o2)ccc1Cl	20	0.9	-3	14	.	0.9	4.3	8	0.4	2
Cn1c(SCC(=O)NCCc2ccccc2)nnc1-c1ccncc1	-10	1	-12	-5	-2	1	2.3	0	1	-8
CCC1C(=O)NCCN1C(=O)c1ccccc1OC1CCN(S(C)(=O)=O)CC1 (stereo not given)	-6	1	11	-3	-13	1	2.2	-1	1.1	-8
Cc1nc2ccccc2c2oc(C(=O)NCCCN3CCC(C)CC3)cc12	-11	1.1	-1	-6	-5	1.1	-0.1	-7	1	24
Cc1ccccc1Cn1nnc(-c2ccc(C(=O)O)cc2)n1	-6	1.1	2	-3	1	1	2.8	-6	1	1
CCCCNC(=O)CSc1nc(O)cc(=O)n1C1CCCC1	-13	1.1	-4	-5	-5	1.1	-0.5	-7	1.1	-6
Cc1ccccc1NC(=S)NC1CC2CCC(C1)N2Cc1ccco1 (stereo not given)	-13	1.1	-15	-6	9	1.1	1.5	-7	0.9	60*
O=C(Nc1ccc2nn(-c3ccc(F)cc3)nc2c1)c1cccnc1	-10	1	-75	-7	-1	1.1	-0.2	-4	1	-2
CCOC(=O)N1CCC(c2cc(=O)n3[nH]c(-c4ccccc4)cc3n2)CC1	5	1	-18	-4	11	1	4.4	-3	0.9	-1
CCC(=O)NC(Nc1cc(C)ccn1)(C(F)(F)F)C(F)(F)F	-11	1	2	-7	6	1.1	0.9	-3	0.9	-2
COc1cc(C(=O)Oc2ccccc2/C=N/NC(=O)c2ccc(Cl)cc2)cc(OC)c1OC	-16	0.9	40	1	4	1	4.5	6	1	93*
COCCSc1ccccc1C(=O)Nc1ccccc1C(C)C	-4	1	-6	0	0	1	0.5	-3	1	0
CC(C)/C=C/C(=O)N1CCC(N2CCC(C(=O)N3CCOCC3)CC2)CC1	-14	1.1	-14	-5	9	1	4.3	-8	0.9	3
Cc1cccc(OCc2nnc(SCC(=O)Nc3ccc(C)c(C)c3)o2)c1	-8	1.1	-3	1	.	1	7.9	-7	0.4	-10

Sorted by length of the SMILES (falling): part of the list above.
SMILES	TNAP inh no acc	FLuc act counter	APP transl inh	TNAP inh hiacc	bIAP inhibitor	TNAP act hiacc	RAM network inh	FLuc inhib CS	bIAP activator	L major viab
O=[N+]([O-])c1cc(-c2ccc(/C=N/c3nc4ccccn4c3-c3ccco3)o2)ccc1Cl	20	0.9	-3	14	.	0.9	4.3	8	0.4	2
COc1cc(C(=O)Oc2ccccc2/C=N/NC(=O)c2ccc(Cl)cc2)cc(OC)c1OC	-16	0.9	40	1	4	1	4.5	6	1	93*
CCOC(=O)N1CCC(c2cc(=O)n3[nH]c(-c4ccccc4)cc3n2)CC1	5	1	-18	-4	11	1	4.4	-3	0.9	-1
CCC1C(=O)NCCN1C(=O)c1ccccc1OC1CCN(S(C)(=O)=O)CC1 (stereo not given)	-6	1	11	-3	-13	1	2.2	-1	1.1	-8
Cc1cccc(OCc2nnc(SCC(=O)Nc3ccc(C)c(C)c3)o2)c1	-8	1.1	-3	1	.	1	7.9	-7	0.4	-10
Cc1nc2ccccc2c2oc(C(=O)NCCCN3CCC(C)CC3)cc12	-11	1.1	-1	-6	-5	1.1	-0.1	-7	1	24
O=C(Nc1ccc2nn(-c3ccc(F)cc3)nc2c1)c1cccnc1	-10	1	-75	-7	-1	1.1	-0.2	-4	1	-2
Cc1cccc(C)c1OCC(=O)N/N=C/c1ccc2c(c1)OCO2	-2	1	-6	-6	1	1.1	2.0	-4	1	-3
Cc1ccccc1NC(=S)NC1CC2CCC(C1)N2Cc1ccco1 (stereo not given)	-13	1.1	-15	-6	9	1.1	1.5	-7	0.9	60*
Cn1c(SCC(=O)NCCc2ccccc2)nnc1-c1ccncc1	-10	1	-12	-5	-2	1	2.3	0	1	-8
Cc1oc2c(C)c3oc(=O)c4c(c3cc2c1C)CCCC4	-2	1.1	-21	-8	12	1.1	3.1	-9	0.9	23
CCCCNC(=O)CSc1nc(O)cc(=O)n1C1CCCC1	-13	1.1	-4	-5	-5	1.1	-0.5	-7	1.1	-6
COCCSc1ccccc1C(=O)Nc1ccccc1C(C)C	-4	1	-6	0	0	1	0.5	-3	1	0

Assay outcomes: PubChem, several laboratories

Rows were taken by chance; any-hit rate near 13%.
